# From PubChem
# Casp6 inh = blocks human caspase-6 cleavage activity | AID 686996 | inhibition, % at 12.5 µM | purified caspase-6, Z-VEID-R110 cleavage fluorescence | P55212 | hit rate 0.53% among 350,000;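 active means mean inhibition across replicates at least about 35%, with every replicate also reaching that limit, limit read from the data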;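 further: 0% = median of neutral control wells and 100% = no fluorescence left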
# Target sequence (P55212 24-179 limits assumed): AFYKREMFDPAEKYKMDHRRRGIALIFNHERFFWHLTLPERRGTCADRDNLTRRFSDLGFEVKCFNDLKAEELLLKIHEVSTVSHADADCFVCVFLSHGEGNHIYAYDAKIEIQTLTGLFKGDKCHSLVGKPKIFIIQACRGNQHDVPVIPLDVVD
# Target sequence (P55212 194-293 limits assumed): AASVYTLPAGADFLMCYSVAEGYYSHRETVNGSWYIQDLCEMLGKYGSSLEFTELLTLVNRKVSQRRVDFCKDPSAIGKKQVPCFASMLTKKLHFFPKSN
# Cneo AK release = causes C. neoformans cell lysis. adenylate kinase release luminescence, 4 h; normalised: neutral wells 0, clomiphene wells 100. lysis activity, % at 15 µM. hit rate 0.2% among 360,000. AID 651654;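 active means mean lysis activity across replicates of at least 80%, whatever share of replicates individually reach that level; inactive means mean lysis activity below 80%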
#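 Material – Cryptococcus neoformans yeast cells · Quantity – 5 × 10^6 yeast cells/mL · Buffer or medium – YPD medium · Compound – single dose · Timing – 4 h static compound exposure, 37 °C, read 1 h post-reagent · Signal – adenylate kinase release luminescence · Read-out basis – lysis from increased AK signal · Benchmarks – Clomiphene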
# PGC1a acetyl inh = modulators of PGC1a acetylation; U2OS PGC1a acetylation, AlphaScreen anti-acetyl-lysine; with virally co-expressed GCN5 acetyltransferase; inhibition, % at 15.6 µM; AID 651687; hit rate 0.17% among 350,000;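 active means every replicate shows inhibition of at least 40%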;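 further: 0% = neutral control wells and 100% = positive control wells; some results beyond the cut were filed as inactive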
# EWS-Fli inh = blocks EWS/Fli oncoprotein-driven transcription; A673 NR0B1-luciferase reporter, viability-normalised; inhibition, % at 12.6 µM; hit rate 0.67% among 350,000; AID 651661;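 active means mean inhibition of at least 50% after viability correction, with every replicate also passing that limit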;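 further: firefly luciferase signal divided by Alamar Blue viability fluorescence both relative to DMSO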
# PAX8 inh HTS = inhibitors of PAX8 transcriptional activity in RMG-I cells. RMG-I TPO-luciferase reporter, SteadyGlo, 24 h. inhibition, % at 12.6 µM. hit rate 1.2% among 360,000;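 active means mean replicate inhibition at least 60% with every replicate also reaching 60%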;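 further: luciferase light reporting Pax8 driven TPO promoter activity; plate controls were median of neutral control wells for no effect and mitoxantrone controls for full effect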
# LGR2 antag = blocks bursicon-induced cAMP signaling via Drosophila LGR2. HEK293 LGR2, CRE-luciferase, bursicon-stimulated, 4 h. inhibition, % at 9.99 µM. hit rate 0.35% among 380,000;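 active means drop in luminescence signal, shown as inhibition above about 50% in the replicate tests, limit read from the data, passing the limit was not always enough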;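 further: agonist challenge used bursicon conditioned medium at about half maximal strength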
# miR122 inh = inhibitors of miR-122 in Huh7 cells. Huh7 miR-122 Renilla luciferase sensor, 48 h; neutral wells = 0, positive control = 100. activation (reporter increase), % at 12.5 µM. hit rate 0.3% among 340,000. AID 602342;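 active means mean replicate activation score at least 90 and every replicate individually at or above 90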;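 further: higher luciferase means less miR-122 activity so hits act as miR-122 inhibitors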
# FN deposition inh = fibronectin deposition inhibition | AID 743247 | hit rate 0.086% among 350,000 | AH1F fibroblasts, Alexa488-fibronectin deposition fluorescence, overnight | inhibition, % at 12.6 µM;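 active means mean inhibition across replicates of 30% or more, regardless of how many single replicates reach that level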;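 further: positive control wells lacked labelled fibronectin entirely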
#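 Material – AH1F fibroblast monolayer, labelled fibronectin deposition · Reagent – labelled fibronectin 24 nM · Timing – 1 h adhesion, overnight exposure · Measured by – fluorescence at 485 nm excitation, 525 nm emission · Read-out – inhibition of fibronectin deposition signal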
# Numbers without * were called inactive; . = not tested or not shown; & = joins results of further samples; [ ] = another dose, or the depositor's remark.
SMILES,Casp6 inh,Cneo AK release,PGC1a acetyl inh,EWS-Fli inh,PAX8 inh HTS,LGR2 antag,miR122 inh,FN deposition inh
CN(C)CCN(C(=O)c1ccccc1Cl)c1nc2c(Cl)cccc2s1,.,3,-8,.,-19,8,0,-6
Cc1cc(C(=O)Nc2cccnc2)no1,-3,.,8,-2,.,20,-6,.
O=C(O)C(Cc1c[nH]c2ccccc12)NS(=O)(=O)c1ccc2ccccc2c1 (configuration not stated),25,0,.,20,0,19,-1,6
Cc1ccc(S(=O)(=O)N2CCN(C(=O)c3n[nH]c4ccccc34)CC2)cc1,-3,-2,-5,5,13,0,4,2
COCCN(C(=O)COC(=O)C12CC3CC(CC(C3)C1)C2)c1c(N)n(Cc2ccccc2)c(=O)[nH]c1=O,1,-2,2,-2,1,12,-13,-7
CC=Cc1ccc2n(c1=O)C[C@@H]1[C@@H](CO)[C@H](C(=O)N(C)C)[C@H]2N1Cc1cc(F)ccc1F (mixture of isomers),-2,-2,.,6,.,14,.,.
Cc1cccc(Oc2ccc(NC(=O)C3=CC=CN4CCS(=O)(=O)N=C34)cc2)c1,0,0,6,9,5,-3,7,-7
CCCNC(=O)C12CCC(C)(C(=O)O1)C2(C)C (configuration not stated),-2,-3,-1,6,3,2,-4,6
OC(c1cccc(Cl)c1)c1nc(-c2ccc3c(c2)OCO3)cs1 (configuration not stated),1,-3,-36,-15,-10,-52,2,0
O=C(c1ccc(Cl)s1)N1CCN(c2ncccn2)CC1,-3,-6,6,8,2,4,-11,-3
O=C(O)CC1(CC(=O)NCc2ccccn2)CCCCC1,0,0,5,1,-8,20,.,-3
Cc1ccc(C)c(C(Nc2ccccc2)c2ccc3ccc(C)nc3c2O)c1 (configuration not stated),-3,.,.,0,20,-22,.,19
O=C(CCN1CCCC1)c1cccs1,-6,-1,.,7,22,4,-11,0
C[C@@H]1CN([C@@H](C)CO)C(=O)c2cc(NC(=O)Nc3ccc4c(c3)OCO4)ccc2O[C@@H](C)CCCCO[C@@H]1CN(C)C(=O)Nc1ccc2c(c1)OCO2,2,2,16,-9,-29,-1,11[16.7 µM],6
C[C@@H]1CN([C@@H](C)CO)S(=O)(=O)c2ccc(Br)cc2O[C@H]1CN(C)C(=O)C1CCC1,3&-4,5&1,-6&-12&-12,3&-7&5,-14&-6,10&14,1,0
COc1ccc(OC)c(CNC(=O)CCCn2ccc3cc(S(=O)(=O)N4CCCC4)ccc32)c1,0,-1,-3,-1,4,-10,0,2
COCC(=O)N1[C@H](CO)[C@H]2c3ccccc3N(C(=O)Nc3cc(F)ccc3F)C[C@H]21,2,-1,-10,-5,-5,9,-29[16.7 µM],.
Cc1onc(-c2ccccc2Cl)c1C(=O)OCC(=O)Nc1cccc(S(=O)(=O)N2CCOCC2)c1,.,-2,-17,8,-6,-4,21,-14
C[C@@H]1CN([C@@H](C)CO)C(=O)c2cc(NC(=O)Cn3cnnn3)ccc2O[C@@H]1CN(C)Cc1ccc(C(=O)O)cc1,5,61,1,3,.,13,2[16.7 µM],.
Cc1noc(C)c1C(=O)Nc1cccc2ncccc12,14,-3,.,8,11,7,.,5
Cc1ccc(S(=O)CCNC(=O)Cc2ccccc2)cc1 (configuration not stated),0,0,-8,-5,12,-18,0,.
COc1ccc(/C=N/Nc2cc(C)nc(N3CCOCC3)n2)cc1,0,.,.,-37,1,16,.,1
O=C(Nc1ccc(S(=O)(=O)N2CCCC2)cc1)c1ccc([N+](=O)[O-])cc1,7,1,.,0,1,13,-1,-2
C[C@@H]1CN([C@@H](C)CO)C(=O)Cc2cc(NC(=O)CCN3CCOCC3)ccc2O[C@@H]1CN(C)Cc1ccccc1,-6,4,.,-1,-12,-9,10[16.7 µM],.
CC(C)c1ccc(/C=N/NC(=O)C(=O)NCCCN2CCOCC2)cc1,-1,1,13,-8,12,7,4,2
COC(=O)c1cnn(-c2cc(Oc3ccccc3)ncn2)c1N,.,0,1,.,.,-59,-6,.
Cc1cc(C)n2cc(CSCc3ccccc3)nc2n1,0,-1,-1,-13,2,-7,0,-12
O=C(Nc1ccc(F)c(F)c1)C1CCCN1S(=O)(=O)c1ccc(F)cc1 (configuration not stated),4,-4,.,-5,7,1,-2,.
Cc1cccc(C(=O)Nc2cccc3cccnc23)c1,-1,-2,.,-63,-26,-46,.,8
CC(C(=O)OCC(=O)c1ccc([N+](=O)[O-])cc1)N1C(=O)C2C3C=CC(C3)C2C1=O (configuration not stated),2,0,-10,2,-18,-10,-11,0
O=C(COC(=O)/C=C/c1cccc(C(F)(F)F)c1)NCCN1C(=O)CSC1=O,0,0,-6,-1,0,-1,-2,-8
C[C@H](CO)N1C[C@H](C)[C@@H](CN(C)C(=O)NC2CCCCC2)Oc2ccc(NC(=O)CCCN(C)C)cc2C1=O,2,-1,0,.,-5,10,3[16.7 µM],7
C[C@@H]1CCCCO[C@H](CN(C)Cc2ccc(C(F)(F)F)cc2)[C@H](C)CN([C@H](C)CO)C(=O)c2cc(NS(C)(=O)=O)ccc2O1,.,4,0,1,13,1,-1[16.7 µM],.
CN(C)CC#Cc1ccc([C@H]2[C@H](CO)N3C(=O)CN(C(=O)Cc4ccccc4)C[C@@H]23)cc1,-1,.,2,1,16,-4,.,.
O=C(Cc1csc(Nc2nc(=S)[nH]c3ccccc23)n1)N1CCN(c2cccc(Cl)c2)CC1,2,0,.,46,27,-3,5,5
CO[C@H]1CN(C)C(=O)c2cc(NC(=O)c3cccc(F)c3)ccc2OC[C@H](C)N(C)C[C@@H]1C,.,-2,-1,-6,.,-6,.,9
O=C(Nc1nc2c(s1)CCCC2)c1ccc2ncsc2c1,1,-4,-11,-26,-99,22,-4,-9
Fc1ccc(NCc2cccnc2)cc1,.,-2,-3,.,-26,.,-4,7
O=C(CNC(=O)c1sc2ccccc2c1Cl)NCc1cccc(C(F)(F)F)c1,-4,-1,9,-5,-2,6,-14,-1
CCC(=O)N(C)C[C@H]1Oc2cc(-c3ccccc3)ccc2S(=O)(=O)N([C@H](C)CO)C[C@@H]1C,1,-5,-4,-6,.,7,6[16.7 µM],.
Cc1noc(C)c1NC(=O)N(C)C[C@H]1Oc2ccc(NC(=O)CCCN(C)C)cc2CC(=O)N([C@@H](C)CO)C[C@@H]1C,-2,-1,5,-6,-14,-5,11[16.7 µM],.
COC(=O)c1cn(CCC#N)nc1-c1ccc2ccccc2c1,0,-5,-2,-12,-14,-2,0,1
O=C(NC1CC1)C1CCN(S(=O)(=O)c2cc(Cl)ccc2Cl)CC1,0,0,-3,5,4,.,-5,-3
Cc1cccc(S(=O)(=O)N2C[C@H](O)COC[C@@H]3O[C@@H](CC(=O)Nc4ccc(-c5ccccc5)cc4)CC[C@H]32)c1,.,54,0,-4,41,17,0[16.7 µM],-17
COc1ccc(C(C(=O)NC2CCCC2)N(CCC(C)C)C(=O)CCC(=O)Nc2cc(C)on2)cc1 (configuration not stated),5,1,.,3,20,-3,-5,-1
O=C(Nc1nccs1)c1cnccn1,.,-2,-3,.,.,20,1,13
C[C@@H]1CN([C@H](C)CO)C(=O)c2cc(NC(=O)Cn3cnnn3)ccc2O[C@H]1CN(C)S(=O)(=O)c1ccccc1,0,.,-1,-15,.,3,2[16.7 µM],.
CCCc1[nH]nc2c1C(c1cc(OC)ccc1F)C(C#N)=C(N)O2 (configuration not stated),2,0,-10,-12,.,-1,-3,.
COc1ccc(S(=O)(=O)Nc2c(NC3CCCCC3)c3ccccc3oc2=O)cc1Cl,4,-3,3,-10,-5,-5,-3,0
CC(C)NC(=O)N[C@@H]1CC[C@H](CCNS(=O)(=O)c2ccc(Cl)cc2)O[C@H]1CO,0,3,-7,-2,0,14,.,.
# Following part:
SMILES,Casp6 inh,Cneo AK release,PGC1a acetyl inh,EWS-Fli inh,PAX8 inh HTS,LGR2 antag,miR122 inh,FN deposition inh
CCC(=O)NCc1cc(-c2nn(C)c(=O)c3ccccc23)ccc1C,.,0,1,.,-12,.,6,2
COc1cccc(CNC(=O)CCS(=O)(=O)c2ccc3c(c2)oc(=O)n3C)c1,6,8,13,2,6,19,-1,-4
Cc1ccccc1C(=O)N[C@H](C(=O)N1CCC[C@H]1C(=O)NCc1ccccc1)C(C)C,-2,.,.,-1,-10,9,.,-12
O=C(O)c1ccccc1C(=O)NCCc1ccc(Cl)cc1,-2,0,.,-6,18,16,0,3
O=C(NCc1cccs1)c1ccc2ccccc2n1,-2,0,.,-17,-33,.,0,5
Cc1ccc(S(=O)(=O)NCCC(=O)Nc2cc(F)ccc2C)cc1C,-3,-3,.,6,16,-2,.,10
Cc1ccc(N2CCN(S(=O)(=O)c3ccc4oc(=O)ccc4c3)CC2)c(C)c1,2,0,-12,17,-7,12,-9,-10
Nc1ccc(Nc2ccncc2)cc1,-72,3,.,-5,-8,16,.,12
CCCCCCCCN1C(=O)[C@H](CC(=O)NCC23CC4CC(CC(C4)C2)C3)C[C@@]2(C(=O)OCC)CCCC=C12,2,.,.,15,-4,18,.,1

# 15 entries out of the list, ordered by molar mass, high to low:
SMILES,Casp6 inh,Cneo AK release,PGC1a acetyl inh,EWS-Fli inh,PAX8 inh HTS,LGR2 antag,miR122 inh,FN deposition inh
C[C@@H]1CN([C@H](C)CO)C(=O)c2cc(NC(=O)Cn3cnnn3)ccc2O[C@H]1CN(C)S(=O)(=O)c1ccccc1,0,.,-1,-15,.,3,2[16.7 µM],.
CCCCCCCCN1C(=O)[C@H](CC(=O)NCC23CC4CC(CC(C4)C2)C3)C[C@@]2(C(=O)OCC)CCCC=C12,2,.,.,15,-4,18,.,1
CC(C)NC(=O)N[C@@H]1CC[C@H](CCNS(=O)(=O)c2ccc(Cl)cc2)O[C@H]1CO,0,3,-7,-2,0,14,.,.
Cc1ccccc1C(=O)N[C@H](C(=O)N1CCC[C@H]1C(=O)NCc1ccccc1)C(C)C,-2,.,.,-1,-10,9,.,-12
COc1cccc(CNC(=O)CCS(=O)(=O)c2ccc3c(c2)oc(=O)n3C)c1,6,8,13,2,6,19,-1,-4
Cc1ccc(N2CCN(S(=O)(=O)c3ccc4oc(=O)ccc4c3)CC2)c(C)c1,2,0,-12,17,-7,12,-9,-10
O=C(NC1CC1)C1CCN(S(=O)(=O)c2cc(Cl)ccc2Cl)CC1,0,0,-3,5,4,.,-5,-3
Cc1ccc(S(=O)(=O)NCCC(=O)Nc2cc(F)ccc2C)cc1C,-3,-3,.,6,16,-2,.,10
CCC(=O)NCc1cc(-c2nn(C)c(=O)c3ccccc23)ccc1C,.,0,1,.,-12,.,6,2
CCCc1[nH]nc2c1C(c1cc(OC)ccc1F)C(C#N)=C(N)O2 (configuration not stated),2,0,-10,-12,.,-1,-3,.
COC(=O)c1cn(CCC#N)nc1-c1ccc2ccccc2c1,0,-5,-2,-12,-14,-2,0,1
O=C(O)c1ccccc1C(=O)NCCc1ccc(Cl)cc1,-2,0,.,-6,18,16,0,3
O=C(NCc1cccs1)c1ccc2ccccc2n1,-2,0,.,-17,-33,.,0,5
O=C(Nc1nccs1)c1cnccn1,.,-2,-3,.,.,20,1,13
Nc1ccc(Nc2ccncc2)cc1,-72,3,.,-5,-8,16,.,12
